Bioassay records as filed in PubChem BioAssay.
CRFBP-R2 agonist: CRF-BP/CRF-R2 complex agonism; HEK293 CRF-R2/CRF-BP, calcium dye fluorescence (FLIPR); percent of saturating CRF peptide response; activation, % at 13.2 µM; 0.46% of 350,000 active;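 active means activation of at least 50%, plus an integration ratio under a set limit after plate pattern correction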;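 further: plate controls were neutral control wells without compound for no effect and CRF at EC100 for full effect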
CRFR2-BP antag: CRF-BP/CRF-R2 complex antagonism | 0.59% of 350,000 active | HEK293 CRF-R2/CRF-BP, CRF-induced calcium fluorescence | inhibition, % at 11.8 µM;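 active means inhibition of the ligand-induced calcium signal above about 50% at the single tested concentration, limit read from the data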
M5 ag: agonists of human muscarinic M5 receptor (CHRM5). P08912. CHO-K1 hM5 cells, Fluo-8 calcium fluorescence; 0% DMSO wells, 100% maximal acetylcholine response. activation, % at 3 µM. 0.19% of 360,000 active;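 active means activation above the run's mean over test compounds plus 3 SD, cut at about 23% in these data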;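 further: signal is peak over basal fluorescence ratio across the kinetic read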
Target sequence (P08912 whole entry, looked up): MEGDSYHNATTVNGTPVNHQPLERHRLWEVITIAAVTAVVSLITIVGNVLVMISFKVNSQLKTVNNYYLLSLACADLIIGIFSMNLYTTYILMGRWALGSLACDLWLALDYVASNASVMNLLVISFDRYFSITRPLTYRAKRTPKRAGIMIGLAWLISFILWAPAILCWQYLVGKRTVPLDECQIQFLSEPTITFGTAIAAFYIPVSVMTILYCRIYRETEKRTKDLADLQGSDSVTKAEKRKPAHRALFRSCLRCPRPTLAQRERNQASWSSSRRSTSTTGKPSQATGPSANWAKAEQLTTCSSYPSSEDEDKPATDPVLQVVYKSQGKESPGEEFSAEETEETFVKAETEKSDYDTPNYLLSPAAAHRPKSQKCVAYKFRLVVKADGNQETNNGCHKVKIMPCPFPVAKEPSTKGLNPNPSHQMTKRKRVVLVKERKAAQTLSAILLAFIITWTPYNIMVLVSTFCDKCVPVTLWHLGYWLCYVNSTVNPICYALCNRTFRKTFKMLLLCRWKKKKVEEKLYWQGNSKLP
CHRM4 PAM: positive allosteric modulators of human muscarinic M4 receptor | CHO-K1 hM4/Gqi5, Fluo-8 calcium fluorescence, ACh EC20; 0% = ACh EC20, 100% = maximal ACh | activation, % at 3 µM | 0.4% of 360,000 active | AID 624126;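 active means activation above its plate's cutoff, the mean activation of sample wells plus 3 SD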; further: some results filed as inactive read as strong as hits
Target sequence (P08173 whole entry, looked up): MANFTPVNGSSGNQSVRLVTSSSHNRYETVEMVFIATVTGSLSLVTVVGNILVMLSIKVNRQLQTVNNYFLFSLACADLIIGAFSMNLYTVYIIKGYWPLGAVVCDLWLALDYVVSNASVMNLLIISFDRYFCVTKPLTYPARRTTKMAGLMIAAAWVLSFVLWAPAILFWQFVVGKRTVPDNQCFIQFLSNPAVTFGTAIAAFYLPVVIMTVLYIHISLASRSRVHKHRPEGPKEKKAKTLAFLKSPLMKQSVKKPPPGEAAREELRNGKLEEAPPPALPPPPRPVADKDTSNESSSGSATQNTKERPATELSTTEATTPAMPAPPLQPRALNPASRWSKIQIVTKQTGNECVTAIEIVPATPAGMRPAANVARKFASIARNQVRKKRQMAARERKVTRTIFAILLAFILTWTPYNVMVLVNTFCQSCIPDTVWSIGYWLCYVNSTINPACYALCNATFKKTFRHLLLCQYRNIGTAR
IDE cell inh: cellular human IDE inhibition; 0.41% of 320,000 active; inhibition, % at 5.59 µM; AID 434962; HEK cells, FAbetaB cleavage, fluorescence polarization;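 active means percent inhibition above the average of all tested compounds plus 3 SD, set per screening campaign, cut at about 16% in these data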;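 further: IDE supplied by intact live HEK cells; FP after avidin binding of uncleaved biotin substrate so inhibition keeps polarization high; 0% = DMSO wells and 100% = 60 µM reference IDE inhibitor Ii1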
M4 antag: antagonists of human muscarinic M4 receptor (CHRM4) | CHO-hM4 cells, ACh EC80, Fluo-8 calcium fluorescence | inhibition, % at 3 µM | 0.73% of 360,000 active | AID 624125;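 active means inhibition above its plate's cutoff, the mean inhibition of sample wells plus 3 SD, cut at about 27% in these data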;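 further: 0% = acetylcholine EC80 with DMSO and 100% = DMSO without agonist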
CHRM5 PAM: potentiates acetylcholine response at human M5 receptor. P08912. CHO-K1 hM5, Fluo-8 calcium, ACh EC20 PAM; 0% = ACh EC20, 100% = ACh EC100. activation, % at 3 µM. 0.3% of 360,000 active. AID 624038;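 active means activation above the run cutoff, the mean activation of all test compounds plus 3 SD, cut at about 18% in these data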
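Assay system: CHO-K1 hM5 cells / Incubation: Fluo-8 loading 80 min at 37 °C plus 30 min room temperature / Technique: Fluo-8 calcium dye fluorescence, kinetic read / Repeats: single replicate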
CHRM5 antagonist: antagonists of human muscarinic M5 receptor (CHRM5) | P08912 | CHO-hM5 cells, Fluo-8 calcium fluorescence, ACh EC80 | inhibition, % at 3 µM | 0.59% of 360,000 active | AID 624040;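 active means inhibition above a per-plate cutoff, the mean of that plate's test compounds plus 3 SD, cut at about 27% in these data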;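 further: 0% = acetylcholine EC80 with DMSO and 100% = DMSO without agonist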
M4 ag: CHRM4 agonism in calcium assay. CHO-K1 hM4/Gqi5, Fluo-8 calcium fluorescence; vehicle 0%, full acetylcholine response 100%. activation, % at 3 µM. 0.14% of 360,000 active;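 active means activation above the run mean over all test wells plus 3 SD, cut at about 32% in these data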;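 further: peak over basal fluorescence ratio per well then scaled between controls; 0% = DMSO wells and 100% = acetylcholine at EC100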
* marks the source's active call; other numbers are inactive results; . = not tested or not shown; & = joins results of further samples. Compounds as they come (roughly 2.9% active in at least one column).

SMILES | CRFBP-R2 agonist | CRFR2-BP antag | M5 ag | CHRM4 PAM | IDE cell inh | M4 antag | CHRM5 PAM | CHRM5 antagonist | M4 ag
COC(=O)c1sccc1NC(=S)NCc1ccc(Cl)cc1 | 3.4 | 1 | -7 | -10 | 8 | -2 | -7 | 7 | 4
Cc1onc(C(=O)NN)c1C(=O)Nc1ncc(C(F)(F)F)cc1Cl | -1.5 | 10 | 0 | -4 | 0 | -7 | 4 | -20 | 0
Cc1ccc(NC(=O)CNC(=O)OCc2ccccc2)cc1C | -3.5 | -14 | -4 | 4 | 2 | -5 | -2 | 6 | 1
O=C(CCCNC(=O)c1ccc(Cl)cc1)Nc1cccc(F)c1 | 1.3 | 7 | -3 | -5 | 1 | 0 | -6 | 18 | 5
Cc1cccc(N2CCN(CCCNC(=O)c3ccc(NC(=O)C4=CSCCO4)cc3)CC2C)c1 (stereo unspecified) | 2.6 | -17 | -2 | 1 | -3 | -16 | -3 | -6 | 15
CCOC(=O)/C(=N/Nc1ccc(OC)cc1)N1CCCc2ccccc21 | -1.3 | 24 | -4 | -8 | -4 | -12 | 3 | -4 | -2
O=C(Nc1ccc(N2CCCCC2)cc1)c1ccc(F)cc1F | -1.8 | -6 | -3 | 5 | -3 | -11 | 0 | 2 | 0
CCCc1ccc(-c2ccc(F)c(N)c2)nc1 | -0.7 | 5 | -2 | -9 | 5 | 15 | -4 | 5 | -3
CC(C)Oc1ccc(Cn2c(=O)oc3ccccc32)cc1 | -1.9 | 10 | -4 | -5 | -2 | 3 | 0 | -2 | -1
C=C1CCN([C@@H](CC(C)C)C(=O)N2CCCC2)S(=O)(=O)c2ccccc21 | -2.1 | -1 | -1 | -1 | -3 | -10 | -4 | 3 | 0
O=C(COC(=O)c1ccc(S(=O)(=O)Nc2ccccc2)cc1)NCC1CCCO1 (stereo unspecified) | 1.5 | -4 | 0 | -8 | -1 | 1 | -5 | 7 | 3
O=C1CSC(c2cccnc2)N1C1CCCCC1 (stereo unspecified) | 0.3 | -11 | -5 | 1 | -1 | -3 | -6 | -1 | 0

Sorted by value in CRFR2-BP antag (low to high): some entries from above
SMILES	CRFR2-BP antag
Cc1cccc(N2CCN(CCCNC(=O)c3ccc(NC(=O)C4=CSCCO4)cc3)CC2C)c1 (stereo unspecified)	-17
O=C(Nc1ccc(N2CCCCC2)cc1)c1ccc(F)cc1F	-6
COC(=O)c1sccc1NC(=S)NCc1ccc(Cl)cc1	1

The listing continues.
SMILES | CRFBP-R2 agonist | CRFR2-BP antag | M5 ag | CHRM4 PAM | IDE cell inh | M4 antag | CHRM5 PAM | CHRM5 antagonist | M4 ag
O=C(Cn1cc(C(=S)N2CCOCC2)c2ccccc21)N1CCOCC1 | 1.6 | -9 | 0 | 4 | -1 | 1 | -2 | -1 | 0
CCOC(=O)C1=NNC(C(=O)c2ccccc2)C1c1ccc(Cl)cc1 (stereo unspecified) | -1.0 | -3 | -2 | -22 | 3 | -10 | -14 | 13 | 10
Cc1ccc(N(CC(=O)NC2CCCC2)C(=O)CCC(=O)Nc2ccccn2)cc1 | -0.7 | 6 | -4 | 6 | -16 | -2 | 1 | 5 | -1
COc1ccc(C(C(=O)NC(C)(C)C)n2c(-c3ccc(C(F)(F)F)cc3)nc3ccccc32)cc1 (stereo unspecified) | . | . | -6 | -6 | . | 0 | -6 | 7 | 8
CC(C)(C)NC[C@H](O)COc1nsnc1N1CCOCC1 | 3.1&0.8&0.3 | -9&9&-21 | 0&0&0 | -4&-5&-3 | 0&2 | 10&5&-20 | -2&-7&-5 | 4&3&-4 | 1&2&1
COC(=O)C[C@@H]1CC[C@H](NC(=O)c2ccccc2)[C@@H](CO)O1 | . | . | 2 | 7 | . | 8 | 9 | -7 | 1
Fc1ccc(/C=N/Nc2nn[nH]n2)cc1 | 0.2 | -3 | -3 | 4 | -9 | -6 | -1 | -4 | 2
COc1cccc(C(=O)NCCS(=O)(=O)NCc2ccco2)c1 | 0.7 | -3 | -4 | 5 | 7 | -5 | 0 | 4 | 1
O=C(NCc1cccnc1)c1cn(CCc2ccccc2)nn1 | 1.0 | -10 | -6 | 9 | -2 | 2 | -4 | -5 | 1
Cn1cc(C(=O)N2CCCC(Nc3ccc(F)cc3)C2)c2ccccc21 (stereo unspecified) | 0.7 | -20 | -1 | -9 | -5 | 6 | -9 | 11 | 17
COc1ccc(C2C3=C(CCCC3=O)Nc3c(-c4ccccc4)c(C)nn32)cc1 (stereo unspecified) | -12 | 21 | -4 | -3 | 0 | 14 | -4 | 5 | 2
COC(=O)c1ccccc1OCCOCCOc1cccc2cccnc12 | -3.9 | 2 | 0 | 1 | -3 | -2 | -7 | 6 | 3

A run of entries from the list above, as a working copy:
SMILES | CRFBP-R2 agonist | CRFR2-BP antag | M5 ag | CHRM4 PAM | IDE cell inh | M4 antag | CHRM5 PAM | CHRM5 antagonist | M4 ag
COC(=O)C[C@@H]1CC[C@H](NC(=O)c2ccccc2)[C@@H](CO)O1 | . | . | 2 | 7 | . | 8 | 9 | -7 | 1
Fc1ccc(/C=N/Nc2nn[nH]n2)cc1 | 0.2 | -3 | -3 | 4 | -9 | -6 | -1 | -4 | 2
COc1cccc(C(=O)NCCS(=O)(=O)NCc2ccco2)c1 | 0.7 | -3 | -4 | 5 | 7 | -5 | 0 | 4 | 1
O=C(NCc1cccnc1)c1cn(CCc2ccccc2)nn1 | 1.0 | -10 | -6 | 9 | -2 | 2 | -4 | -5 | 1
Cn1cc(C(=O)N2CCCC(Nc3ccc(F)cc3)C2)c2ccccc21 (stereo unspecified) | 0.7 | -20 | -1 | -9 | -5 | 6 | -9 | 11 | 17
COc1ccc(C2C3=C(CCCC3=O)Nc3c(-c4ccccc4)c(C)nn32)cc1 (stereo unspecified) | -12 | 21 | -4 | -3 | 0 | 14 | -4 | 5 | 2
COC(=O)c1ccccc1OCCOCCOc1cccc2cccnc12 | -3.9 | 2 | 0 | 1 | -3 | -2 | -7 | 6 | 3

The listing continues.
SMILES | CRFBP-R2 agonist | CRFR2-BP antag | M5 ag | CHRM4 PAM | IDE cell inh | M4 antag | CHRM5 PAM | CHRM5 antagonist | M4 ag
CC(C)C[C@@H](COCc1ccc(Cl)cc1)N1CCN(C(=O)c2ccc(Cl)cc2Cl)CCC1=O | . | . | 3 | 4 | . | -17 | -6 | 10 | 2
COCCNC(=O)C(c1ccccc1)N(C(=O)Cn1nnc2ccccc21)c1cccnc1 (stereo unspecified) | -1.4 | -13 | -6 | 0 | 3 | -6 | 3 | 1 | 1
COc1cc2c(cc1NC(=O)C(C)OC(=O)c1ccc(S(=O)(=O)Nc3ccccc3Cl)cc1)oc1ccccc12 (stereo unspecified) | 2.9 | -1 | -4 | -10 | -2 | -6 | -11 | 12 | 9
COc1cc(C(=O)N[C@H](C(=O)NC2CCCCCC2)C(C)C)cc(OC)c1OC | -1.1 | 8 | -10 | 0 | 1 | 4 | 7 | -8 | 0
Cc1ccc(C)c(N2CCN(CCCNC(=O)Cn3cc4c(n3)CCCCC4)CC2)c1 | -1.1 | -34 | -1 | -19 | -1 | 100* | -10 | 4 | -3
CCOC(=O)c1c(NC(=O)CSc2n[nH]c(CNc3ccccc3)n2)sc(C)c1C | -2.1 | -22 | 5 | 24 | -2 | -6 | 6 | -8 | -1
COc1ccc2cc(CN(CC3CCCO3)S(=O)(=O)c3ccc(C(C)=O)cc3)c(=O)[nH]c2c1 (stereo unspecified) | 0.2 | -3 | 2 | -9 | -4 | -4 | -7 | 7 | 7
O=c1oc2ccc(C#CC3(O)CCCCC3)cc2cc1-n1cc(-c2ccccn2)nn1 | 0.1 | 4 | 4 | 2 | -3 | 4 | 4 | -2 | 9
COc1ccc(-c2cc3ccc(OCc4nn[nH]n4)cc3oc2=O)cc1 | 0.5 | 13 | 0 | -1 | 0 | 9 | -2 | 1 | 0
O=C1c2ccccc2[C@@H]2CC(O)C(O)CCN12 (stereo partly specified) | 0.5 | 2 | 2 | 4 | . | -7 | 2 | -6 | 0
C=CCN(CC=C)Cc1cc(=O)oc2ccc3ccccc3c12 | . | . | -7 | -6 | . | -1 | -2 | 14 | -2
CC(C)(C)C(=O)N1CCN(S(=O)(=O)c2ccc3c(c2)OCCCO3)CC1 | 0.1 | -1 | 4 | 4 | 3 | -12 | -3 | 6 | 6
O=C1NC(c2cccs2)Nc2ccccc21 (stereo unspecified) | -3.3 | 16 | 0 | 7 | -2 | -4 | 2 | 1 | 1
Cc1ccsc1/C=C(\C#N)C(=O)Nc1c(C)n(C)n(-c2ccccc2)c1=O | -0.2 | -7 | 0 | 2 | -3 | -2 | 8 | 9 | 1
COc1ccc2nc(-c3ccc(Cl)cc3)cc(C(=O)O)c2c1 | -1.1 | 6 | 0 | 6 | 0 | 1 | 5 | 0 | 0
C[C@H](NC(=O)C1CCN(S(=O)(=O)c2ccccc2)CC1)C(=O)NCc1cccc(Cl)c1 | 0.2 | -2 | 0 | -3 | 0 | -3 | 8 | -2 | 2
COc1ccc(CCNC(=O)c2ccnc(C(C)(C)C)c2)cc1OC | -1.5 | 5 | 0 | -25 | 4 | 13 | -18 | 11 | 24
CC(OC(=O)Cn1cc(C(F)(F)F)ccc1=O)C(=O)N(C)c1ccccc1 (stereo unspecified) | -2.3 | -1 | 3 | 3 | 3 | 1 | 12 | 10 | 0
COc1cc(/C=N/NC(=O)CCC(=O)NC2CCCCC2)ccc1C | -0.9 | -9 | -6 | 1 | -3 | 4 | -4 | 8 | 1
CCOc1cc2[nH]c(=S)n(CCN3CCC(C)CC3)c(=O)c2cc1OCC | -0.1 | 4 | -3 | 7 | 4 | -8 | 0 | -7 | -2
C[C@@H]1CCCCO[C@H](CN(C)C(=O)Nc2ccc3c(c2)OCO3)[C@@H](C)CN([C@H](C)CO)C(=O)c2cc(NS(=O)(=O)c3ccc(F)cc3)ccc2O1 | 0.3 | 0 | 1 | 2 | . | -18 | 1 | 4 | 0
COc1ccc(CN2C(=O)c3ccccc3C(/C=N/OCc3ccc(Cl)cc3)C2=O)cc1 (stereo unspecified) | 2.7 | 2 | -3 | 1 | 4 | 5 | -4 | -8 | 0
CCCN1CN(Cc2ccccc2)CNC1=S | 0.0 | 6 | 0 | -6 | -2 | 3 | 2 | -6 | 1
O=C1C=C(c2cccc(Cl)c2)C[C@@H](c2ccc3c(c2)OCO3)C1 | 0.2 | -7 | -3 | -1 | 0 | -7 | -4 | 5 | 0
Cc1ccccc1NC(=O)Cc1nc(COC(=O)COc2ccc(C(C)(C)C)cc2)cs1 | -0.2 | 0 | -3 | -4 | -1 | 5 | -14 | 9 | 10
CN(C)C(CNC(=O)c1ccc2ccccc2c1)c1ccco1 (stereo unspecified) | -1.3 | -18 | -5 | -3 | 5 | 7 | -5 | 9 | 1
